# Compound activity (PubChem BioAssay)
# Giardia kill – Giardia lamblia killing; Giardia lamblia trophozoite viability; activity change, % at 7.66 µM, hits read low; 340,000 compounds, 0.15% hits; in the data active = activity change below about -80%; inconclusive = between about -30% and that limit;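 note: parasites exposed to compound for two days anaerobically before the ATP read; % is set by controls: 0 for no effect and ±100 for the full control effect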
#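 Trophozoites 100 cells/well + cpd; 48 hrs, 37 deg C, anaerobic. ATPLite 1-Step added, 15-30 min RT, luminescence read (ATP-based viability).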
# B2AR arrestin – beta2AR (human) beta-arrestin recruitment activity; P07550; beta-arrestin recruitment to beta2AR, cell-based reporter; Potency, µM (series often up to 46.1 µM), for inactives: top-dose activation, most hits filed as activators; 330,000 compounds, 0.02% hits; AID 492947;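 note: potency is the fitted concentration of half-maximal effect; 0% = DMSO controls and full agonism = EC100 isoproterenol or metaproterenol; nearly all actives have a fitted effect of over 65% in size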
# USP2a inh – inhibitors of human ubiquitin-specific protease USP2a | O75604 | USP2 core, Ub-CHOP2 coupled fluorogenic reporter, 485/531 | Potency, µM (highest dose often 38.3 µM), without a hit: at the top dose activity change, negative = inhibition, most hits filed as inhibitors | 330,000 compounds, 0.01% hits;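 note: potency is the fitted concentration of half-maximal effect; plate controls were DMSO wells for no effect and full inhibition by NEM control for full effect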
#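 Cell-free coupled assay: 10nM USP2 core preincubated 30min RT with compound in Tris-HCl pH 8.0/CaCl2/CHAPS buffer, then 25nM Ub-CHOP2 and 25nM reporter substrate; fluorescence (Ex 485/Em 531) read after 60min RT, normalized to NEM inhibition, concentration-response curves fitted.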
# Menin MLL FP TR – inhibitors of human menin-MLL interaction, mutant MLL peptide | O00255 | 270,000 compounds, 0.23% hits | Potency, µM (highest dose often 61.6 µM), for the others: top-dose FP activity change, negative = inhibition, actives largely listed as inhibitors | Menin + Texas Red MLL mutant peptide, fluorescence polarization; active = well fitted inhibition curve with a large enough effect in the polarisation, with a control signal flat, not every such curve was filed as active; inconclusive = small, poorly fitted or top-dose-only effect, or effect the other way, or a change in a side signal; inactive = no such curve, though single readings can be large or run the other way; the % refers to the polarisation; note: potency is the fitted concentration of half-maximal effect; % of control where 0% means no effect; many of its hits are not listed in these tables
# TRPV1 agonist – activates the human vanilloid receptor TRPV1. 320,000 compounds, 0.19% hits. Q8NER1. activation, % at 8.33 µM. TRPV1-expressing cells, Fluo-8 calcium influx, agonist mode; in the data active = activation above about 80%; inconclusive = between about 30% and that limit; note: 0% is about no effect
#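 Fluo-8 calcium influx in TRPV1-expressing cells, kinetic read (ex 480/em 520 nm). Compound added and read 3 min for agonist activity, followed by capsaicin at EC20 final and 2 min further read for enhancement.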
# MLL CXXC-DNA inh – blocks binding of human MLL CXXC domain to DNA; Q03164; MLL-CXXC / FITC-HOXA9 DNA fluorescence polarization; AID 2662; Potency, µM (top dose mostly 115 µM), inactives show at the highest dose activity change, negative = inhibition, most hits filed as inhibitors; 290,000 compounds, 0.037% hits; active = well fitted inhibition curve with a large enough effect in the polarisation, with a control signal flat, not every such curve was filed as active; inconclusive = small, poorly fitted or top-dose-only effect, or effect the other way, or a change in a side signal; inactive = no such curve, though single readings can be large or run the other way; the % refers to the polarisation; note: potency is the fitted concentration of half-maximal effect
# Target sequence (Q03164 whole entry, looked up, the tested form may be a part): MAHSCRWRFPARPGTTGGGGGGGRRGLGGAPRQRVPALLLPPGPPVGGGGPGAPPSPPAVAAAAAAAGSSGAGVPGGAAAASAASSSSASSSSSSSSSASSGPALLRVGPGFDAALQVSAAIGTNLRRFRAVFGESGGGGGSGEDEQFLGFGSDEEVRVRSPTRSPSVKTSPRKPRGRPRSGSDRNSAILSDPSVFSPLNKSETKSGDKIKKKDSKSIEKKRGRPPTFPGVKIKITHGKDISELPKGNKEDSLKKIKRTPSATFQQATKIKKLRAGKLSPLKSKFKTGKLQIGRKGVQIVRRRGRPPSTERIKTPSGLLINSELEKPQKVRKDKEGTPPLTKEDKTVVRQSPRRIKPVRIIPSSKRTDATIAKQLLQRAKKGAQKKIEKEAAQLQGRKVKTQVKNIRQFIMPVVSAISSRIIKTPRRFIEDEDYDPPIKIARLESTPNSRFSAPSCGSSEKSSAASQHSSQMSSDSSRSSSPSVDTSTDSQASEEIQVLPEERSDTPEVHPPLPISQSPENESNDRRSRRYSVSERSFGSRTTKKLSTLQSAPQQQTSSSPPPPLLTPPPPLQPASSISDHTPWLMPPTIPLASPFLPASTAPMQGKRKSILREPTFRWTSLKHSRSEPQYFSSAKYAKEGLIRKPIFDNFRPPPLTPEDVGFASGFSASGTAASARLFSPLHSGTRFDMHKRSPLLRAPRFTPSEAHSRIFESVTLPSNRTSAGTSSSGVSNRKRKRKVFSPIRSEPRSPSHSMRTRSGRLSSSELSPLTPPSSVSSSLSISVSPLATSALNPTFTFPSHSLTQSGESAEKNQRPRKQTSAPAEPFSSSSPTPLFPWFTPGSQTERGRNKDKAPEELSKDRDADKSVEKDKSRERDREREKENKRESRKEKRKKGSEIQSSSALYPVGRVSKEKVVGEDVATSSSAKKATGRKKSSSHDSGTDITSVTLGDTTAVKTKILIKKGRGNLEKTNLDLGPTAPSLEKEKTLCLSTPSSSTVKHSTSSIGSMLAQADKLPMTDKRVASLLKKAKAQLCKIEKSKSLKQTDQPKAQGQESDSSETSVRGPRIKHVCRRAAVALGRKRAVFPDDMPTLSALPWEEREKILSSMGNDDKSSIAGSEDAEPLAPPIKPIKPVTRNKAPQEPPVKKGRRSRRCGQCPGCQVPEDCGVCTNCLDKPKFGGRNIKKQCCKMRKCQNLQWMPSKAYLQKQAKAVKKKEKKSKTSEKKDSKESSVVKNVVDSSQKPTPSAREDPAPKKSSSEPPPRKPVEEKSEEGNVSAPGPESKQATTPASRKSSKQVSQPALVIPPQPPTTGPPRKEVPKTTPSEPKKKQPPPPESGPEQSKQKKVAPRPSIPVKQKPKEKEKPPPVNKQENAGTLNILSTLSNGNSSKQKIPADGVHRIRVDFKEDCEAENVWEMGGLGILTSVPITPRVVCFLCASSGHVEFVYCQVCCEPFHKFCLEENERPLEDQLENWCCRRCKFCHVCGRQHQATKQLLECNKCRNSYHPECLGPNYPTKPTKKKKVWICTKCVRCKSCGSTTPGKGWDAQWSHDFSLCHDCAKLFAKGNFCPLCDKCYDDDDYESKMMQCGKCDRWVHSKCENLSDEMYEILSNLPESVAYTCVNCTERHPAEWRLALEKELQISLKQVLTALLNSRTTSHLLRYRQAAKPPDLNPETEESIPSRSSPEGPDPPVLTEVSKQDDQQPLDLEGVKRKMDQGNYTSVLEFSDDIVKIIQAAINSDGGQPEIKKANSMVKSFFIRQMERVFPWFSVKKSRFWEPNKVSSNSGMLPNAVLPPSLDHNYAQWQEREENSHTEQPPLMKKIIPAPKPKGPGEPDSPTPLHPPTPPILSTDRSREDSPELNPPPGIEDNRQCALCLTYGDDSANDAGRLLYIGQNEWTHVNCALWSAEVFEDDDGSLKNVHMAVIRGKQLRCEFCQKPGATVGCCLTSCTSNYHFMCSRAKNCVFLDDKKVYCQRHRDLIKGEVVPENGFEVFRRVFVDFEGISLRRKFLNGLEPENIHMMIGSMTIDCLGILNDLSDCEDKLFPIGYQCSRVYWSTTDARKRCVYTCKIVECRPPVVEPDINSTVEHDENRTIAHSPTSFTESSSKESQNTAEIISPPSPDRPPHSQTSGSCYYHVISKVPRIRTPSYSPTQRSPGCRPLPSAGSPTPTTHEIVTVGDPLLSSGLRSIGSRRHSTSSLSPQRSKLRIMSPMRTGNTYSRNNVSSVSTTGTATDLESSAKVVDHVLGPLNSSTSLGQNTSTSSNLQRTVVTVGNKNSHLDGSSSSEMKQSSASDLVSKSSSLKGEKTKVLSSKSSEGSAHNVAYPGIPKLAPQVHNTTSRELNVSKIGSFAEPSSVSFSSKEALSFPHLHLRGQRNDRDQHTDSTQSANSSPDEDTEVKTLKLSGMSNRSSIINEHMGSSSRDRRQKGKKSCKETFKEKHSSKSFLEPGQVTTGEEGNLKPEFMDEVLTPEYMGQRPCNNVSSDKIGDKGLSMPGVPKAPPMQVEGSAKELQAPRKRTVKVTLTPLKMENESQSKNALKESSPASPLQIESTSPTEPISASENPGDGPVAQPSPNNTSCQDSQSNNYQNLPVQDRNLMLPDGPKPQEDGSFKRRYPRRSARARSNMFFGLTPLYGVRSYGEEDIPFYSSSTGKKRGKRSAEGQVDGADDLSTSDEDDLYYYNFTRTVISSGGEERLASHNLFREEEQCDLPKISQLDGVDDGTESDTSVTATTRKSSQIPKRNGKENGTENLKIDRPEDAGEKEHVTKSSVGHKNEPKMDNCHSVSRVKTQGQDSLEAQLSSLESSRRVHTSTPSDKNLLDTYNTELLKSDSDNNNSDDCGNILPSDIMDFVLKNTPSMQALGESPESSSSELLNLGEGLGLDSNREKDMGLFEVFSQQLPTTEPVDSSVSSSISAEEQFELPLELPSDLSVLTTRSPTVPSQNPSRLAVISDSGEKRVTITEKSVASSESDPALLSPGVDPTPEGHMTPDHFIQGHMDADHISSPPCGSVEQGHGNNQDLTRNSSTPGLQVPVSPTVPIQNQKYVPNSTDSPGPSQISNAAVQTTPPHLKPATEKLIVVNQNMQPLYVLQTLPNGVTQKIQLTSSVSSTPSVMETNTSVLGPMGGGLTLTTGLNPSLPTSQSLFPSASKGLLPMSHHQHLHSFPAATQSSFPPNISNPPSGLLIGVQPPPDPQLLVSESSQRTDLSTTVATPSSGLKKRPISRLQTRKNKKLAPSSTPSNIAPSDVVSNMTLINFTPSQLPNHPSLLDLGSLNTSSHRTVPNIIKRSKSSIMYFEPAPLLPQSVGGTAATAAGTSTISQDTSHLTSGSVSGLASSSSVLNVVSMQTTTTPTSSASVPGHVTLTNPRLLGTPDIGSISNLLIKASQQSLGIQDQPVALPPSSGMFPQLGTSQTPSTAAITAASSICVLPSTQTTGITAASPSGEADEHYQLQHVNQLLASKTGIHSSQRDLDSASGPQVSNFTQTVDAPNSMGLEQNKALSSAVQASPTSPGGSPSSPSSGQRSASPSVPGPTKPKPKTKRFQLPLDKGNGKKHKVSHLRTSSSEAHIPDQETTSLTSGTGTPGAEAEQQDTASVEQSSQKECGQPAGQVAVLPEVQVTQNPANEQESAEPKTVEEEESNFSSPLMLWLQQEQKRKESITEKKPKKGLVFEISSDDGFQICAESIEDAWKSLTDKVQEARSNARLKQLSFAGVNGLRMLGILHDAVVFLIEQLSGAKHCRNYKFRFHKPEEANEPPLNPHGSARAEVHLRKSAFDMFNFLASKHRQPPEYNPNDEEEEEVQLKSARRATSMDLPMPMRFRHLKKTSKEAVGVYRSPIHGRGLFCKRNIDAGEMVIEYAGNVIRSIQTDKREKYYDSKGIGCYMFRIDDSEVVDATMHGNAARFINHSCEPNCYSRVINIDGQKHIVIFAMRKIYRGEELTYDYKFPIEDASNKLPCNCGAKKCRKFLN
#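 Steps: dispense CXXC domain solution (7 uM) → pin compounds or unlabeled HOX-A9 DNA control → 5 min ambient → add FLSN-HOX-A9 solution (50 nM) → spin → 30 min ambient → fluorescence polarization. Tris pH 7.5/NaCl/DTT/BSA buffer.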
# PKM2 act – PKM2 (human) enzyme activation; P14618; purified PKM2, Kinase-Glo ATP luminescence, activation; response scale: 0% is enzyme alone, no compound; Potency, µM (highest dose often 57.5 µM), inactives show at the top dose activation, actives largely listed as activators; 260,000 compounds, 0.34% hits; AID 1631; note: potency is the fitted concentration of half-maximal effect; % is set by controls: 0 for no effect and ±100 for the full control effect; nearly all actives have a fitted effect of over 55% in size
#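 Kinase-Glo luminescence reports ATP generated from ADP (0.1 mM) and PEP (0.5 mM) by purified hPK-M2 after 1 h at room temperature, pH 7.2 imidazole buffer; intermediate enzyme activity allows detecting inhibitors and activators.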
# FBPA coupling cs – coupling enzyme interference in Giardia aldolase counter-screen | coupling enzyme system counterscreen, AmpLite Red fluorescence | activity change, negative = inhibition, % at 58.2 µM, hits read low | 290,000 compounds, 0.67% hits; in the data active = activity change below about -30%; note: % is set by controls: 0 for no effect and ±100 for the full control effect
#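 First, compound is pin-transferred into glyceraldehyde-3-phosphate coupling-enzyme reagent at 57.5 uM final and held 10 min at RT. Next, substrate, coupling system and AmpLite Red are added. After 20 min RT, fluorescence (525/598 nm) is read.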
# KCNH2 WT inh – inhibitors of human wildtype KCNH2 potassium channel; AID 720551; Q12809; activity change, % at 1.84 µM; 340,000 compounds, 0.37% hits; U2OS, BacMam KCNH2, thallium flux FluxOr; hits give low values;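 active = maximum activity change below -70%; inconclusive = maximum activity change between -70% and -50%; inactive = maximum activity change above -50%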; note: % is set by controls: 0 for no effect and ±100 for the full control effect
#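 U2OS cells transduced with wild-type KCNH2 virus are loaded with FluxOr dye for 45 min, and thallium flux is measured in kinetic reads before and after stimulation buffer. Rate constants are normalized to DMSO controls.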
# KCNH2 3.1 block – KCNH2 3.1 (human) potassium channel inhibition | AID 720553 | 340,000 compounds, 0.95% hits | U2OS KCNH2 3.1, thallium flux FluxOr; hits give low values | activity change, % (tested at about 1.8 µM);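 active = maximum activity change below -70%; inconclusive = maximum activity change from -70% to -50%; inactive = maximum activity change above -50%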;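 note: thallium influx rate constant from kinetic fluorescence after stimulation buffer; % is set by controls: 0 for no effect and ±100 for the full control effect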
#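 Measured as rate of thallium-driven FluxOr signal in transduced U2OS cells carrying the 3.1 channel, read kinetically for 2 min upon stimulation; values are rate constants scaled to DMSO control wells.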
# GALK inh – blocks human galactokinase activity | P51570 | Purified GALK, Kinase-Glo residual ATP luminescence | Potency, µM (series often up to 57.5 µM), for inactives: at the top dose activity change, negative = inhibition, most hits filed as inhibitors | 270,000 compounds, 0.007% hits; note: potency is the fitted concentration of half-maximal effect; % is set by controls: 0 for no effect and ±100 for the full control effect
#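 Galactose (100 uM) and ATP (35 uM) were turned over by 5 nM GALK for 1 h at RT. Kinase-Glo Plus then converted the remaining ATP into a luminescent signal.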
# * marks the source's active call; other numbers are inactive results; i = inactive; ? = inconclusive; . = not tested or not shown; [ ] = dose if it differs, or a comment. Unless noted, calls come from the whole dose curve; as a rule, active = well fitted curve in the direction sought with a large enough effect; inconclusive = small, poorly fitted or top-dose-only effect, or another doubt; inactive = no such curve, though single readings can be large; an effect the other way counts as inactive or inconclusive. Only part of the results is shown, so the mix of outcomes need not match the whole.
1) Cc1cccn2c(=O)c(/C=C(\C#N)S(=O)(=O)c3ccccc3)c(N3CCC(C(N)=O)CC3)nc12
2) O=C(Nc1ccccc1F)C1CC1c1ccccc1 (stereo not given)
3) O=C(CSc1nnc(COc2ccc(Cl)cc2Cl)o1)Nc1ccccn1
4) OCCC1CN(Cc2ccccc2O)CCN1CCCc1ccccc1 (stereo not given)
5) Cc1ccccc1Nc1n[nH]c(C)c1[N+](=O)[O-]
6) CCOC(=O)N1CCN(C(=S)Nc2cccc(C)c2C)CC1
7) Cn1cc(CN2CCc3c([nH]c4ccccc34)C2C(C)(C)C)cn1 (stereo not given)
8) COc1ccc(-n2cc(-c3ccccc3)[nH]c2=S)c(OC)c1
9) Cc1cc(N2CCN(c3ccccc3)CC2)nc(-n2nc(C)cc2C)n1
10) COc1ccc(CCNC(=O)c2ccc(-c3ccc([N+](=O)[O-])cc3Cl)o2)cc1
Compound,1,2,3,4,5,6,7,8,9,10
Giardia kill,1,-5,-1,1,-12,-2,-16,27,19,-4
B2AR arrestin,-0.1%,-0.7%,-0.6%,0.1%,0.0%,-0.3%,-0.8%,-0.1%,0.2%,-0.4%
USP2a inh,0%,2%,1%,-1%,1%,2%,0%,1%,-1%,-2%
Menin MLL FP TR,0%,-6%,.,2%,1%,-10%,0%,-15%,1%,-8%
TRPV1 agonist,2,?,21,7,2,0,0,-3,7,5
MLL CXXC-DNA inh,24%,-1%,1%,3%,?,2%,0%,-6%,2%,11%
PKM2 act,1%,-1%,1%,4%,-9%,17%,7%,.,4%,1%
FBPA coupling cs,4,3,.,-1,-1,1,1,3,1,-3
KCNH2 WT inh,7,-24,-2,4,-1,-2,-17,-4,34,-3
KCNH2 3.1 block,-5,3,.,11,-11,-10,-21,6,-11,-1
GALK inh,0%,0%,5%,2%,1%,3%,2%,0%,2%,1%

11) COc1ccc(OC)c(-n2c(-c3cccc(C)c3)n[nH]c2=S)c1
12) COc1ccc(S(=O)(=O)NC(CC(=O)N2CCc3ccccc32)c2ccco2)cc1 (stereo not given)
13) CCN(CC)C(=O)c1ccc(C(=O)c2c(C)cc(C)cc2C)cc1
14) CC(C)C1=CC(=Nc2ccc(S(N)(=O)=O)cc2)C=C(C(C)C)C1=O
15) Cc1cccn2cc(CNC(=O)CC3CCCC3)nc12
16) COc1ccc(NC(=O)Nc2cccs2)cc1OC
17) COc1ccc(C)cc1NC(=O)C1CCN(S(=O)(=O)c2cccc3cccnc23)CC1
18) COCCn1c(SCC#N)nnc1-c1ccccc1O
19) Cn1cc(SCC(=O)N2CCCc3ccccc32)c2ccccc21
20) CCN1C(=O)C(=O)N(CC(=O)c2cc(C)n(C3CC3)c2C)C1=O
Compound,11,12,13,14,15,16,17,18,19,20
Giardia kill,26,6,-19,0,-10,-26,-20,-6,-1,3
B2AR arrestin,0.0%,-1.8%,-1.0%,-0.9%,0.1%,-1.5%,0.2%,-0.4%,-0.1%,0.2%
USP2a inh,4%,0%,6%,3%,1%,5%,0%,-6%,0%,0%
Menin MLL FP TR,9%,26%,?,23%,-11%,?,0%,4%,-1%,.
TRPV1 agonist,-1,-3,12,0,-1,7,-8,-3,17,0
MLL CXXC-DNA inh,1%,4%,-3%,-8%,0%,9%,5%,5%,10%,.
PKM2 act,-11%,9%,8%,7%,0%,15%,-23%,-6%,15%,.
FBPA coupling cs,-2,0,6,-43*,-1,0,-3,4,-14,.
KCNH2 WT inh,4,5,7,6,6,-2,-11,23,-9,7
KCNH2 3.1 block,-9,0,-19,8,10,16,-1,-14,3,14
GALK inh,6%,0%,0%,-2%,0%,0%,-1%,-5%,0%,.

# Record cards (already shown):
# COc1ccc(S(=O)(=O)NC(CC(=O)N2CCc3ccccc32)c2ccco2)cc1 (stereo not given) is listed with Giardia kill = 6; B2AR arrestin = -1.8%; USP2a inh = 0%; Menin MLL FP TR = 26%; TRPV1 agonist = -3; MLL CXXC-DNA inh = 4%; PKM2 act = 9%; FBPA coupling cs = 0; KCNH2 WT inh = 5; KCNH2 3.1 block = 0; GALK inh = 0%
# CC(C)C1=CC(=Nc2ccc(S(N)(=O)=O)cc2)C=C(C(C)C)C1=O is listed with Giardia kill = 0; B2AR arrestin = -0.9%; USP2a inh = 3%; Menin MLL FP TR = 23%; TRPV1 agonist = 0; MLL CXXC-DNA inh = -8%; PKM2 act = 7%; FBPA coupling cs = -43*; KCNH2 WT inh = 6; KCNH2 3.1 block = 8; GALK inh = -2%

# Further entries.
21) COCc1c(C(=O)N/N=C/C2CC=CCC2)nnn1-c1nonc1N (stereo not given)
22) C/C=C/Cn1c(SCc2ccccc2)nc2c1c(=O)[nH]c(=O)n2C
23) CCOC(=O)C(Oc1ccc(=O)[nH]n1)C(C)=O (stereo not given)
24) CCN(CC(=O)Nc1c(F)cccc1F)C(=O)C1CC1
25) CCNC(=S)Nc1cccc(S(=O)(=O)NC2=NCCC2)c1
26) CN(C)c1nc(N)c([N+](=O)[O-])c(NCc2ccccc2)n1
27) N#Cc1c(N2CCN(C(=O)c3ccco3)CC2)nc(-c2ccccc2)c2c1CCCC2
28) CC(C)CCn1c(=O)c2ccccc2n2c(CCl)nnc12
29) O=C(c1c(F)cccc1F)N1CCN(c2ncc(Br)cn2)CC1
30) CCN(c1ccccc1)S(=O)(=O)c1ccc(Cl)nc1
Compound,21,22,23,24,25,26,27,28,29,30
Giardia kill,-12,7,-3,-14,-5,-20,7,2,34[activator],12
B2AR arrestin,-0.6%,0.2%,-0.5%,-0.3%,0.0%,-1.3%,0.0%,-0.8%,0.3%,0.2%
USP2a inh,-2%,3%,0%,1%,2%,-7%,-11%,3%,-1%,3%
Menin MLL FP TR,8%,-12%,3%,.,-1%,1%,-19%,-9%,-19%,-7%
TRPV1 agonist,-1,14,-3,-1,-11,0,?,2,3,-1
MLL CXXC-DNA inh,9%,-8%,3%,.,24%,6%,-1%,-4%,-17%,-4%
PKM2 act,-2%,6%,-2%,.,-15%,2%,?,2%,.,2%
FBPA coupling cs,2,4,3,.,3,0,-2,-1,5,5
KCNH2 WT inh,-4,2,-1,5,-4,44,6,9,8,-11
KCNH2 3.1 block,5,0,7,4,-9,15,-11,-2,11,-2
GALK inh,-1%,0%,5%,.,5%,1%,-1%,8%,.,-1%

31) CN(Cc1nc(-c2ccccn2)no1)S(=O)(=O)c1ccc(Br)cc1
32) CC(C)(C)OC(=O)n1cc(/C=N/NC(=O)c2ccco2)c2ccccc21
33) C/C(=N\NC(=O)c1ccccc1)c1ccccc1F
34) COC(=O)c1ccc(CSc2nc3c(cnn3-c3ccccc3)c(=O)[nH]2)o1
35) CCC(C)C(=O)Nc1nnc(SCC(=O)NC2CCCCC2)s1 (stereo not given)
36) O=C(CN1CCN(S(=O)(=O)N2CCCCC2)CC1)Nc1cc(Cl)ccc1Cl
37) O=C(Cn1c2c(c(=O)n3ncnc13)CCC2)N/N=C/c1cccs1
38) CCc1ccc(/C=C2/C(=O)N(CC)C(=S)N2C)s1
39) CCN(C(=O)COC(=O)CCS(=O)(=O)c1ccc(C)cc1)C1CCS(=O)(=O)C1 (stereo not given)
40) CCOc1ccccc1-c1nnc(SCC(=O)Nc2ccccc2)o1
41) COc1cccc(CN2CCNC(=O)C2CC(=O)N(C)CCc2ccccn2)c1 (stereo not given)
42) CCC(c1nnnn1CCOC)N1CCN(c2cccc(C(F)(F)F)c2)CC1 (stereo not given)
Compound,31,32,33,34,35,36,37,38,39,40,41,42
Giardia kill,2,-4,24,7,17,5,-6,4,-5,1,1,6
B2AR arrestin,-0.3%,-0.7%,-0.9%,0.4%,-0.2%,0.8%,0.1%,-0.8%,-0.5%,0.2%,-0.5%,-0.4%
USP2a inh,4%,1%,-9%,0%,-5%,0%,1%,-1%,-1%,-2%,1%,4%
Menin MLL FP TR,-17%,36%[activator],-3%,0%,1%,-21%,.,1%,.,6%,-6%,-8%
TRPV1 agonist,-13,?,-1,1,-1,7,-4,12,2,11,-4,-1
MLL CXXC-DNA inh,0%,?,-2%,-5%,11%,4%,-14%,-2%,6%,-1%,5%,1%
PKM2 act,-2%,-2%,-9%,-1%,.,-7%,?,2%,-5%,8%,-5%,4%
FBPA coupling cs,2,0,-1,0,2,-1,5,-4,.,0,-3,-1
KCNH2 WT inh,13,-8,i,-7,-16,-3,-14,-6,-3,7,-5,1
KCNH2 3.1 block,17,-9,5,4,14,-1,-24,14,.,-16,2,-2
GALK inh,0%,3%,14%,-6%,5%,-1%,1%,1%,-2%,-2%,3%,17%
